Assay outcomes as filed in PubChem.
bIAP inh – intestinal alkaline phosphatase (bovine) inhibition; 190,000 tested, under 10 active; inhibition, % at 20 µM; purified bovine IAP, CDP-star luminescence, 30 min;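 active = over 50% inhibition of intestinal alkaline phosphatase at 20 µM in the single-dose screen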
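Assay system – bovine IAP enzyme · Quantity – bovine IAP at 1/65,000,000 final dilution · Detection – CDP-star luminescence signal · Times – 30 min reaction at room temperature · Also added – CDP-star substrate at 30 µM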
TNAP inh hi DEA – inhibitors of human TNAP at high phosphate acceptor concentration. P05186. purified TNAP, CDP-star luminescence, 1 M DEA. inhibition, % at 20 µM. hit rate 0.03% among 200,000;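 active = over 50% inhibition of tissue-nonspecific alkaline phosphatase at 20 µM in the single-dose screen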;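 note: plate controls were DMSO wells for no effect and EDTA-quenched wells as full inhibition for full effect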
Target sequence (P05186 whole entry, looked up): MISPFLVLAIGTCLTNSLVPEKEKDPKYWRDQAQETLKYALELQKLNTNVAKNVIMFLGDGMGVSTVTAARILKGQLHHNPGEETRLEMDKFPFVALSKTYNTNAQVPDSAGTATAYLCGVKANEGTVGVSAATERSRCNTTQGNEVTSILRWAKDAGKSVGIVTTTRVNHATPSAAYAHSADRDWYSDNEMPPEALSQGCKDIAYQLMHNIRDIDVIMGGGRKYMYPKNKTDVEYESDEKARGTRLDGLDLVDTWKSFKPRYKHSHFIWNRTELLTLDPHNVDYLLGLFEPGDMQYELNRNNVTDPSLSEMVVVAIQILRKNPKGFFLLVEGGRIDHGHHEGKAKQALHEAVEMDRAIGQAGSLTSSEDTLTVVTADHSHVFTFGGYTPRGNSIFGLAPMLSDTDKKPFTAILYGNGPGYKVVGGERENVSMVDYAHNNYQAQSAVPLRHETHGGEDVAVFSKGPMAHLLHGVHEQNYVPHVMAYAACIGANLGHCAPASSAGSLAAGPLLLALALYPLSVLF
Lmaj promast – Leishmania major promastigote growth inhibition; Leishmania major promastigotes, resazurin fluorescence viability; AID 1063; inhibition, % at 10 µM; hit rate 9% among 200,000; in the data active = inhibition above about 50%;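 note: promastigotes grown with compound for 44 hours at 28 °C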
FLuc stim CS – firefly luciferase counter-screen for stimulation assays. ATPlite luciferase biochemical, luminescence, 10 min; 0 = ATP-free wells, 1 = DMSO control. activation factor at 10 µM. 200,000 tested, under 10 active. AID 1027;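 active = luciferase activation factor, scaled between plate controls, of at least 2 with compound at 10 µM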
Target sequence (P08659 whole entry, looked up): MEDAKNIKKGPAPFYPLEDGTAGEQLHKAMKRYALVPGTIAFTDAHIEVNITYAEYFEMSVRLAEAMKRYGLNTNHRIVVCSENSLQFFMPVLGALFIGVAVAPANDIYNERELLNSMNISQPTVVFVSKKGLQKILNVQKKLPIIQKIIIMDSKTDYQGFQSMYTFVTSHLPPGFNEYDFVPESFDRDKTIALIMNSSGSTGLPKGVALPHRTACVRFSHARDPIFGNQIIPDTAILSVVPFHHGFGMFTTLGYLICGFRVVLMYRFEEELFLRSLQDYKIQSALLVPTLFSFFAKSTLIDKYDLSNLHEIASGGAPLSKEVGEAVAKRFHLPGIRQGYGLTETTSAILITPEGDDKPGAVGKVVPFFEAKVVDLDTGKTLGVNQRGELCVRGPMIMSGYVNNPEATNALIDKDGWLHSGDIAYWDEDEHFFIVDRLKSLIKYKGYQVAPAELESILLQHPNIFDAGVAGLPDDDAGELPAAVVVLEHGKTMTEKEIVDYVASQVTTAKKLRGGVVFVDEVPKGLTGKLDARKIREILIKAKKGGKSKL
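Assay system: Luciferase/luciferin detection reagent, cell-free biochemical luciferase assay / Also added: ATP substrate / Schedule: 10 min at ambient temperature / Measured by: luminescence measurement of luciferase light output / Benchmarks: low control with PBS replacing ATP, high control enzyme plus ATP without compound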
APP 5UTR inh – APP translation inhibition; hit rate 0.82% among 190,000; inhibition, % at 2 µM; SH-SY5Y APP 5'UTR-luciferase reporter, luminescence;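 active = inhibition above a set limit, derived from the sample mean plus 3 SD, cut at about 45% in these data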; note: values of inactives mirror those of a sister screen read the other way
RAM network inh – inhibitors of the yeast RAM network; hit rate 1.8% among 190,000; S. cerevisiae dse1pr::URA3 reporter, 5-FOA growth OD615, 2 d; analog-sensitive cbk1-as2 kinase mutant strain; AID 868; inhibition, % at 50 µM;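 active = inhibition above a set limit, 3 SD over mean compound inhibition, cut at about 8.4% in these data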;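 note: 0% = DMSO-only wells with no growth and 100% = 10 µM 1-NA-PP1 full growth; inhibition rescues growth on 5-FOA so higher OD means more RAM inhibition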
TNAP act hi DEA – TNAP (human) activation, high acceptor; P05186; 200,000 tested, under 10 active; purified TNAP, CDP-star luminescence, 1 M DEA, 30 min; hits give high values; 0 = EDTA background, 1 = DMSO-only activity; activation factor at 20 µM;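 active = activation factor at least 2 at 20 µM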
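Dosing: 20 µM single point. System: human TNAP. Amount: TNAP 1/800 final. Incubation: 30 min, room temperature. Read-out: TNAP activation factor scaled between EDTA and DMSO control wells. Signal: luminescence from CDP-star hydrolysis. Medium: 1 M DEA, pH 9.8, Mg2+, Zn2+. Control set: EDTA negative control, DMSO positive control.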
TNAP inh no acc – blocks human TNAP activity with no phosphate acceptor present; hit rate 0.26% among 200,000; inhibition, % at 20 µM; purified TNAP, CDP-star luminescence, 30 min;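 active = tissue-nonspecific alkaline phosphatase inhibition above about 50% at 20 µM in the single-dose screen, limit read from the data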;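 note: 0% = DMSO negative control and 100% = EDTA positive control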
bIAP activator – increases bovine intestinal alkaline phosphatase activity | purified bovine IAP, CDP-star luminescence, 30 min; hits give high values; fold of DMSO-control signal, blank-subtracted | activation factor at 20 µM | hit rate 0.17% among 200,000 | AID 1016;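 active = activation factor of 2 or more at 20 µM, a signal rise over negative controls twice the positive control's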
FLuc inhib CS – counter-screen for luciferase assay inhibitors: firefly luciferase inhibition | inhibition, % at 10 µM | ATPLite firefly luciferase biochemical luminescence, 10 min | hit rate 1.5% among 200,000;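 active = inhibition above about 50% when tested at 10 µM, limit read from the data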
Active calls of the source: *; nt = not tested or not shown.

SMILES	bIAP inh	TNAP inh hi DEA	Lmaj promast	FLuc stim CS	APP 5UTR inh	RAM network inh	TNAP act hi DEA	TNAP inh no acc	bIAP activator	FLuc inhib CS
COc1ccc(N2C(=O)CCC(C(=O)N3CCCCC3)C2c2ccc(F)cc2)cc1 (stereo not given)	-2	-1	-4	1.1	-17	0.0	1	-7	1	-6
C=CCNc1nc(NC(C)(C)CO)nc(OCC)n1	5	-4	-2	1.1	13	-0.8	1	-1	1	-8
O=C(O)c1ccc2c(=O)n(-c3ccccc3F)c(=S)[nH]c2c1	11	-4	-5	1.1	3	1.4	1	-12	0.9	-6
COc1ccccc1NC(=O)CSC1=NCCN1	6	2	-3	1	9	0.5	1	-4	0.9	-3
O/N=C1\CCCCc2ccccc21	8	-9	-11	1	-12	-1.0	1.1	-11	0.9	3
COC(=O)COc1nc(C)c2c(c1C#N)CC(C)(C)OC2	2	-3	9	1.1	17	0.7	1	-8	1	-6
Nc1ccc(SCC(=O)Nc2cccc([N+](=O)[O-])c2)cc1	3	-6	-5	1.1	-11	1.6	1.1	-8	1	-7
Cc1nnc2ccc(N3CCN(c4ccccn4)CC3)nn12	9	-10	-7	1.1	1	-0.9	1.1	0	0.9	-8
COC(=O)c1cc(S(=O)(=O)n2nc(C)cc2C)c(Cl)cc1Cl	-4	-5	nt	1	nt	nt	1	-10	1	-4
CC1CCN(c2ccc([N+](=O)[O-])cc2C(N)=O)CC1	17	10	-3	1	-34	1.1	0.9	7	0.8	0
COc1cc(NC(=O)C2CC2)c(C(=O)O)cc1OC	-1	-6	0	1.1	-1	3.6	1.1	-4	1	-8
COc1cc(C(=O)O/N=C2/C=C(C)C(=O)C=C2C)cc(OC)c1OC	19	4	93*	1	-5	1.5	1	8	0.8	-1
COc1ccc(CNc2nc(-c3ccccc3)nn2C(=O)c2cccs2)cc1	13	0	-5	1	6	7.8	1	-7	0.9	-4
CCn1c(COc2ccc(C)cc2)nc2ccccc21	14	-8	0	0.6	-48	0.8	1.1	-8	0.9	42
CCOc1ccc(NC(=O)c2cccc(OC(=S)N3CCC(C)CC3)c2)cc1	-4	-7	-2	1	3	6.3	1.1	-10	1	2
CCC(C)NC(=O)C1CCCN(C(=O)Nc2ccc(F)cc2)C1 (stereo not given)	5	-5	-4	1.1	15	-0.9	1	5	1	-10
COc1ccccc1NC(=S)N1CCC(NC(=O)c2ccco2)CC1	-22	-6	-5	1	13	-0.1	1.1	-12	1.2	-1
CCc1ccc(N(CC(=O)Nc2ccc(OC)cc2OC)S(C)(=O)=O)cc1	19	-2	1	1.1	-8	-1.4	1	18	0.8	-7
O=S(NCc1ccccc1)C12CC3CC(CC(C3)C1)C2 (stereo not given)	-8	-2	-6	1.1	-16	0.6	1	-4	1.1	-5
Cc1csc(NC(=O)CNS(=O)(=O)c2cccs2)n1	-30	-5	-5	1.1	-11	1.9	1	-6	1.3	-9
Cc1ccc(C)c2nc(SCC(=O)N3CCCc4ccccc43)c(C#N)cc12	20	1	2	1	-5	6.2	1	-9	0.8	-2
CCOc1ccc(NC(=O)CSc2nnc(Cn3c(=O)sc4ccccc43)n2C)cc1	6	0	-4	1	-1	-0.9	1	-10	0.9	2
CN(Cc1cccs1)C(=O)CSc1nc(N)cc(N)n1	10	-5	-8	1	-2	0.6	1.1	-20	0.9	-2
O=C(c1cccc(C(F)(F)F)c1)N1CCC(O)(CS(=O)(=O)Cc2ccc(Cl)cc2)CC1	8	2	-3	1	10	0.2	1	-6	0.9	-2
CC(C(=O)OCC(=O)c1cccc([N+](=O)[O-])c1)N1C(=O)C2C3CCC(C3)C2C1=O (stereo not given)	-4	2	10	1.1	9	2.7	1	-6	1	-6
COc1cc(C2=NOC(C(=O)N3CCOCC3)C2)cc(OC)c1OC (stereo not given)	9	-4	-7	1.1	4	0.9	1	-2	0.9	-10
COc1cccc(-c2nnc(SCC(=O)N3CCOCC3)o2)c1	2	-4	-3	1.1	-35	1.8	1	-1	1	-5
NC(=O)C1CCN(C(=O)/C=C/c2cc(Br)ccc2F)CC1	12	-4	-10	1	0	2.2	1	-8	0.9	-3
Nc1ncnc2nc(SCCOc3ccc(Cl)cc3)[nH]c12	7	-3	55*	1.1	12	1.1	1	5	0.9	-7
CCOC(=O)CSc1nc(-c2ccccc2)nc2ccc(F)cc12	1	0	3	1	3	13*	1	-9	1	0
Cc1ccccc1NC(=O)c1cc(C(=O)c2cc(Cl)ccc2O)cn(-c2ccccc2C)c1=O	-5	2	61*	1	-13	3.2	1	-8	1	-4
Oc1ccc(Cc2ncc(C(F)(F)F)cc2Cl)cc1	-5	1	-1	1	13	0.9	1	-7	1.1	2
O=S(=O)(Nc1ccc2c(c1)OCCO2)c1cnc[nH]1	4	0	22	1	-4	-0.6	1	2	1	2
CSc1c(-c2ccccc2)nc2ccccc2c1C(=O)O	-3	-5	-3	1	10	0.7	1	-13	1	-3
CN1CCN(c2ccc([N+](=O)[O-])c(Sc3nc4ccccc4[nH]3)c2)CC1	12	9	57*	1.1	9	0.8	0.9	5	0.9	-7
Cn1c(SCC(=O)N2CCCC2)nc2ccccc21	6	-3	1	1	-5	0.3	1	-30	0.9	-3
N#Cc1c(-c2ccco2)cc(-c2cccnc2)nc1N	4	1	18	1	2	1.7	1	-1	1	-1
CCNC(=S)N(Cc1cc2cccc(C)c2[nH]c1=O)C1CCCC1	16	-1	97*	1	10	3.9	1	-9	0.8	0
CCOC(=O)n1c(=O)n(C)c2ccc(Cl)cc21	-14	-4	-6	1	-3	1.4	1	12	1.1	-3
CN(CCc1ccccn1)C(=O)CCC1CCCN(C(=O)CCOc2ccccc2)C1 (stereo not given)	4	-4	7	1.1	8	0.5	1	-9	1	-6
CCOC(=O)Cc1csc(NC(=O)COc2c(C)cccc2C)n1	-5	1	-12	1	3	2.2	1	-6	1	-2
Cc1cc(C)c(C#N)c(SCC(=O)c2ccc(Cl)cc2Cl)n1	7	-1	100*	1.1	14	2.6	1	-8	0.9	-6
COc1cccc(C2c3[nH]c4ccccc4c3CCN2CCCn2cccn2)c1 (stereo not given)	9	-8	44	1	-6	-0.5	1.1	-15	0.9	-5
CC(C)c1nc(NCc2ccccc2)c(C#N)c2c1CCCC2	13	0	2	1.1	-7	4.9	1	4	0.9	-9
O=C(/C=C/c1ccccc1)N(c1ccccn1)C1CCCCC1	11	1	32	1	-10	4.7	1	-8	0.9	-3
COC(=O)CNC(=O)C(NC(=O)c1ccc(Cl)cc1)C(C)C (stereo not given)	5	-3	-6	1	3	0.0	1	-9	0.9	-4
COc1ccc(CN(C)Cc2ccccc2)c(OC)c1OC	-24	-3	-2	1.1	-20	0.8	1	-10	1.2	-6
Oc1ccc(CN2CCc3ccccc3C2)c2cccnc12	-34	-7	100*	1.1	87*	0.0	1.1	-24	1.3	-7
COC(=O)c1nnn(CC(=O)NC(=O)Nc2cccc(C)c2C)c1C(=O)OC	-5	5	-4	1	8	2.5	1	-3	1.1	-2
CN(CCOc1ccc(Cl)cc1)c1ccc(S(=O)(=O)N2CCCCC2)cn1	7	-6	7	1	-3	8.1	1.1	-8	0.9	-2
COc1ccc(C(=O)N/C(=C\c2cc(OC)c(OC)cc2[N+](=O)[O-])C(=O)NCCO)cc1	2	1	-4	1	0	-0.1	1	-3	1	2
COC(=O)c1nnn(-c2nonc2N)c1CSc1nnc(N)s1	-10	4	-6	1.1	-9	0.9	1	1	1.1	-8
CCOC(=O)c1c(C)[nH]c(C(=O)CSc2nnc(-c3cccs3)n2Cc2ccccc2)c1C	7	-6	-5	1.1	12	3.4	1.1	2	0.9	-10
COC(=O)c1ccc(N=Cc2c(C(F)(F)F)[nH][nH]c2=O)cc1	3	2	-2	1	-4	3.4	1	20	1	1
Cc1cccc(-n2cnc3c(c2=O)c2nc4ccccc4nc2n3Cc2ccco2)c1	-12	4	nt	1	nt	nt	1	-2	1.1	-2
COc1cc(SC)ccc1C(=O)N1CCN(c2ccccc2OC)CC1	-11	-5	0	1.1	14	0.8	1.1	-7	1.1	-10
COc1cc(CNc2ccc(NC(C)=O)cc2)ccc1OCc1ccccc1C	-14	-7	73*	1	-44	0.0	1.1	-129	1.1	-4
CCOC(=O)c1c(C)nc(SCC(N)=O)c(C#N)c1-c1ccccc1	8	0	4	1.1	-1	-1.0	1	-7	0.9	-6
COc1ccc(OCCOCCOc2ccc(C)cc2[N+](=O)[O-])cc1	15	-2	2	1	12	2.3	1	-15	0.9	0
C#CCNC(=O)C1=C[C@@H](c2coc3ccccc3c2=O)C[C@@H](OCCCCO)O1	-17	-2	-4	1	21	0.9	1	-2	1.2	-1
C=CCN(C(=O)CCC(=O)O)C1CC(=O)N(c2ccc(OC)cc2)C1=O (stereo not given)	10	-3	-9	1.1	-5	0.9	1	-12	0.9	-10

Gathered by group, those above with a Cl atom (9)
SMILES	bIAP inh	TNAP inh hi DEA	Lmaj promast	FLuc stim CS	APP 5UTR inh	RAM network inh	TNAP act hi DEA	TNAP inh no acc	bIAP activator	FLuc inhib CS
COC(=O)c1cc(S(=O)(=O)n2nc(C)cc2C)c(Cl)cc1Cl	-4	-5	nt	1	nt	nt	1	-10	1	-4
O=C(c1cccc(C(F)(F)F)c1)N1CCC(O)(CS(=O)(=O)Cc2ccc(Cl)cc2)CC1	8	2	-3	1	10	0.2	1	-6	0.9	-2
Nc1ncnc2nc(SCCOc3ccc(Cl)cc3)[nH]c12	7	-3	55*	1.1	12	1.1	1	5	0.9	-7
Cc1ccccc1NC(=O)c1cc(C(=O)c2cc(Cl)ccc2O)cn(-c2ccccc2C)c1=O	-5	2	61*	1	-13	3.2	1	-8	1	-4
Oc1ccc(Cc2ncc(C(F)(F)F)cc2Cl)cc1	-5	1	-1	1	13	0.9	1	-7	1.1	2
CCOC(=O)n1c(=O)n(C)c2ccc(Cl)cc21	-14	-4	-6	1	-3	1.4	1	12	1.1	-3
Cc1cc(C)c(C#N)c(SCC(=O)c2ccc(Cl)cc2Cl)n1	7	-1	100*	1.1	14	2.6	1	-8	0.9	-6
COC(=O)CNC(=O)C(NC(=O)c1ccc(Cl)cc1)C(C)C (stereo not given)	5	-3	-6	1	3	0.0	1	-9	0.9	-4
CN(CCOc1ccc(Cl)cc1)c1ccc(S(=O)(=O)N2CCCCC2)cn1	7	-6	7	1	-3	8.1	1.1	-8	0.9	-2

RAM network inh, what is marked active above.
SMILES	bIAP inh	TNAP inh hi DEA	APP 5UTR inh	RAM network inh	TNAP act hi DEA	TNAP inh no acc	bIAP activator
CCOC(=O)CSc1nc(-c2ccccc2)nc2ccc(F)cc12	1	0	3	13*	1	-9	1
